TSG101-PTAP inh: blocks PTAP/TSG101 interaction to inhibit HIV-1 budding | Q99816 | Fluorescence polarization, FITC-PTAP peptide / Tsg101 binding | Potency, µM (highest dose often 115 µM), for the others: at the highest dose activity change, negative = inhibition, most hits filed as inhibitors | 340,000 tested, under 10 active; active = well fitted inhibition curve with a large enough effect in the main read-out, with a control signal flat, not every such curve was filed as active; inconclusive = small, poorly fitted or top-dose-only effect, or effect the other way, or a change in a side signal; inactive = no such curve, though single readings can be large or run the other way; note: potency is the fitted concentration of half-maximal effect; % of control where 0% means no effect
Target sequence (Q99816 whole entry, looked up): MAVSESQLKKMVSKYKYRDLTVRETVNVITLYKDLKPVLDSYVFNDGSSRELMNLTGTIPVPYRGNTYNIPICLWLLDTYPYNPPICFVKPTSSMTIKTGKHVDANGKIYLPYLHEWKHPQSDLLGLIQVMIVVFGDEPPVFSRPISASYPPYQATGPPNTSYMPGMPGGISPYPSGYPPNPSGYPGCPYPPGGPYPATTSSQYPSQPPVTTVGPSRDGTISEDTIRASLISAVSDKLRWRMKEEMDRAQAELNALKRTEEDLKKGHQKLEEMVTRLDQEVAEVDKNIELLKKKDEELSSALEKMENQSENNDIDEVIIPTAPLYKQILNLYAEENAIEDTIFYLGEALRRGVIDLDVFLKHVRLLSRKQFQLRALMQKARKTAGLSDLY
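Tsg101 binding domain (10 uM final) was mixed with compound and a FITC-labeled PTAP peptide (50 nM final) in HEPES pH 7.5 buffer with NaCl, Tween 20, EDTA and TCEP; fluorescence polarization was read after 20 min at r.t.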
p53 reactivation: restores transcriptional activity of mutant p53. Potency, µM (series often up to 92.2 µM), without a hit: at the highest dose activity change, positive = activation, hits mostly activators. H1299 p53-A138V BP100-luciferase reporter, luminescence, 24 h. 320,000 compounds, 0.063% hits; note: potency is the fitted concentration of half-maximal effect; % of control where 0% means no effect; nearly all actives have a fitted effect of over 45% in size
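p53-null H1299 cells stably carrying temperature-sensitive p53-A138V and a BP100-luciferase reporter were pinned with compounds (4-point, 1:5 series) and held 24 hrs at 37 deg C. Luminescence was read 10 min after detection reagent.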
B2AR arrestin: recruits beta-arrestin to the human beta2-adrenergic receptor. beta-arrestin recruitment to beta2AR, cell-based reporter. Potency, µM (series often up to 46.1 µM), without a hit: top-dose activation, usual class: activators. P07550. 330,000 compounds, 0.02% hits;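 note: potency is the fitted concentration of half-maximal effect; 0% = DMSO controls and full agonism = EC100 isoproterenol or metaproterenol; nearly all actives have a fitted effect of over 65% in size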
Target sequence (P07550 whole entry, looked up): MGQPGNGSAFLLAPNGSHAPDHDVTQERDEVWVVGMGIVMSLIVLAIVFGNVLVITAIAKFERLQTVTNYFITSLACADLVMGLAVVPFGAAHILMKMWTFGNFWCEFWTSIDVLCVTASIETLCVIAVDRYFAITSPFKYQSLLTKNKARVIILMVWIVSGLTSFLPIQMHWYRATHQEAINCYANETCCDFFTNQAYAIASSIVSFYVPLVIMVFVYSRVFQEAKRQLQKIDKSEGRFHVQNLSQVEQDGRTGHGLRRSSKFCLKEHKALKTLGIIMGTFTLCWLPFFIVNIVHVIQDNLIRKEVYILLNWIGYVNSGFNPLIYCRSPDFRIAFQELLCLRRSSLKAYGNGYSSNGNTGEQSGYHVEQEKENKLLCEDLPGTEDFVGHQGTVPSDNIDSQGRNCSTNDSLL
ELG1 repair inh: blocks ELG1-dependent DNA repair in HEK293T cells; HEK293T ELG1-luciferase reporter, luminescence, 16 h; DNA damage induced by 5-fluorouridine; Potency, µM (doses to about 46.1 µM), for the others: at the top dose activity change, negative = inhibition, actives largely listed as inhibitors; 330,000 compounds, 2.3% hits; AID 504467; note: potency is the fitted concentration of half-maximal effect; % is set by controls: 0 for no effect and ±100 for the full control effect; nearly all actives have a fitted effect of over 55% in size
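Luminescence from the luciferase reporter, measured 30 min after ONE-Glo reagent at room temperature, was the read-out. Beforehand, 2,000 cells per well were exposed for 16 hr at 37 °C to 5-fluorouridine together with compound or vehicle.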
Integrin act MD: activators of alpha7 integrin expression for muscular dystrophy; alpha7betagal myoblasts, beta-gal FDG fluorescence, 48 h; Potency, µM (titrated, usually from 38.3 µM), for the others: at the highest dose activation, actives largely listed as activators; 350,000 compounds, 0.064% hits; AID 624291;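 note: potency is the fitted concentration of half-maximal effect; 100% = response of the positive control SU9516; nearly all actives have a fitted effect of over 60% in size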
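alpha7betagal+/- myoblasts (passage 13, 250/well) treated 48 h at 37C with compounds at 1:260 dilution of DMSO stock. Lysed, then beta-galactosidase activity read as FDG fluorescence (ex 480/em 540) after 30 min, with pre-read for autofluorescence.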
TRPV1 ag: agonists of human vanilloid receptor 1 (TRPV1); Q8NER1; TRPV1-expressing cells, Fluo-8 calcium influx, agonist mode; activation, % at 8.33 µM; 320,000 compounds, 0.19% hits; in the data active = activation above about 80%; inconclusive = between about 30% and that limit; note: 0% is about no effect
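Fluo-8 calcium influx in TRPV1-expressing cells, kinetic read (ex 480/em 520 nm). Compound added and read 3 min for agonist activity, followed by capsaicin at EC20 final and 2 min further read for enhancement.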
BRCA1 expr up: BRCA1 expression activation; MCF7-BRCA1-FFLuc reporter, luminescence, 48 h; response scale: scaled: vehicle 0%, 10 µM genistein 100%; Potency, µM (titrated, usually from 46.1 µM), inactives show top-dose activation, hits mostly activators; 380,000 compounds, 1.1% hits; AID 624202; note: potency is the fitted concentration of half-maximal effect; nearly all actives have a fitted effect of over 80% in size; some results filed as inactive show a strong effect at the top dose
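Cells: MCF7-BRCA1-FFLuc, 2000/well. Exposure: 48 h, 37 °C, 5% CO2. Read: luminescence, 15 min post-substrate. Controls: genistein 10 microM (maximal activation), DMSO (neutral).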
AT treatment: potential ataxia-telangiectasia treatment; […] A-T fibroblasts, KAP-1 phosphorylation AlphaLISA; neocarzinostatin DNA damage 30 min before lysis; Potency, µM (titrated, usually from 57.5 µM), for the others: at the top dose activation, most hits filed as activators; 320,000 compounds, 0.19% hits; AID 485349; note: potency is the fitted concentration of half-maximal effect; % of control where 0% means no effect; nearly all actives have a fitted effect of over 45% in size
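hTERT-immortalized A-T patient fibroblasts ([…]), 500 cells/well in OPTI-MEM, 1% FBS, got compounds for 60 min, then NCS for 30 min at 37C. Lysates were then assayed for phospho-KAP-1 by AlphaLISA (anti-pKAP1 donor, anti-KAP1 acceptor beads), 6 hr at 25C.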
TCR act: activators of T cell receptors | primary human leukocytes, anti-CD3, IL-2 HTRF, 48 h | Potency, µM (titrated, usually from 9.22 µM), for the others: at the highest dose activation of IL-2 secretion, actives largely listed as activators | 330,000 tested, under 10 active | AID 504894; note: % of control where 0% means no effect
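Compounds are tested in HTS on primary human leukocytes co-incubated with a-CD3 beads for 48 hr. IL-2 output is measured by time-resolved FRET.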
MLL CXXC-DNA inh: MLL CXXC-DNA interaction inhibition; Q03164; MLL-CXXC / FITC-HOXA9 DNA fluorescence polarization; Potency, µM (top dose mostly 115 µM), inactives show at the top dose activity change, negative = inhibition, actives largely listed as inhibitors; 290,000 compounds, 0.037% hits; AID 2662; active = well fitted inhibition curve with a large enough effect in the polarisation, with a control signal flat, not every such curve was filed as active; inconclusive = small, poorly fitted or top-dose-only effect, or effect the other way, or a change in a side signal; inactive = no such curve, though single readings can be large or run the other way; the % refers to the polarisation; note: potency is the fitted concentration of half-maximal effect
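Fluorescence polarization: 7 uM MLL-CXXC (stock) preincubated 5 min with compounds, then 50 nM fluorescein-HOX-A9 DNA (stock) added; 30 min ambient. Buffer 50 mM Tris-HCl pH 7.5, 50 mM NaCl, 1 mM DTT, 0.05% BSA.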
* hit, by the source's call; u = inconclusive; x = not tested or not shown; [ ] = another dose, or the depositor's remark. Unless noted, calls come from the whole dose curve; as a rule, active = well fitted curve in the direction sought with a large enough effect; inconclusive = small, poorly fitted or top-dose-only effect, or another doubt; inactive = no such curve, though single readings can be large; an effect the other way counts as inactive or inconclusive.

SMILES	TSG101-PTAP inh	p53 reactivation	B2AR arrestin	ELG1 repair inh	Integrin act MD	TRPV1 ag	BRCA1 expr up	AT treatment	TCR act	MLL CXXC-DNA inh
COc1ccc(OC2OC3COC(c4ccco4)OC3C(O)C2NC(C)=O)cc1 (stereo unspecified)	-1.1%	-7.2%	-0.4%	4.4%	12.3%	-1.5	3.8%	6.3%	0.1%[46.1 µM]	11.4%
O=C(NC1CCCC1)C(c1ccccc1)N(C(=O)c1csnn1)C1CCCC1 (stereo unspecified)	-0.9%	-0.6%	-0.5%	2.7%	-19.8%	-2.4	-14.0%	6.8%	1.7%	24.7%
Cc1ccc2[nH]c(=O)c(CN3CCCCC3)c(-c3ccccc3)c2c1	-5.4%	7.5%	-1.1%	-5.3%	-44.1%	-0.2	-15.3%	3.3%	x	33.0%[activator]
CSc1cccc(NC(=O)CSc2nc3ccccc3o2)c1	-17.5%	13.5%	0.0%	u	-18.5%	x	-0.2%	-1.5%	3.3%	-3.9%
CCOc1ccc2[nH]c(C)c(CN3CCCCCC3)c(=O)c2c1	-1.1%	-5.6%	1.2%	0.6%	-7.1%	1.2	10.9%	5.7%	0.5%	-9.9%
CC(C)(C)OC(=O)C[C@H]1C/C=C\C[C@@H](CC(=O)NCCO)C(=O)N2CCC[C@H]2COC1=O	x	-0.2%	0.3%	u	8.5%	x	-10.0%	9.2%	-3.1%	x
Cc1cc(NC(=O)CSc2nnc(Nc3ccccc3C)s2)no1	0.7%	-1.7%	0.2%	13.1%	-16.4%	0.6	-4.5%	0.0%	-9.1%	-2.0%
CCOC(=O)C1CCCN(C(=O)c2cc(S(=O)(=O)N(C)C)ccc2N2CCCC2)C1 (stereo unspecified)	-8.7%	5.0%	-0.5%	13.0%	1.9%	19.5	1.6%	6.7%	7.3%	x
O=C(COc1ccc(Cl)cc1Cl)OCn1nnc2ccccc2c1=O	-3.7%	0.1%	-0.4%	17.7%	-13.9%	1.1	16.4%	-4.7%	-7.2%	5.4%
COc1ccc(OC)c(NC(=O)NNC(=O)COc2ccc(F)cc2F)c1	-0.5%	-4.0%	-0.6%	-4.8%	-11.9%	0.0	2.1%	-0.3%	-2.5%	-11.8%
CC(C)C(=O)Nc1ccccc1-c1nc2ccccc2[nH]c1=O	0.1%	x	0.1%	5.7%	u	-4.3	-2.9%	3.3%	x	-7.6%
COc1cc(C2NC(=S)NC3=C2C(=O)CCC3)ccc1O (stereo unspecified)	-4.3%	2.3%	-0.4%	1.3%	u	-0.3	-5.9%	1.0%	4.8%	3.8%
COc1ccc(/C=N/Nc2snc(SC)c2C#N)cc1OC	1.2%	2.9%	-0.6%	u	4.9%	-1.3	11.3%	-4.2%	2.5%	-3.8%
CCn1cc(C(=O)NC2CC3CCC2C3)c(=O)c2ccc(C)nc21 (stereo unspecified)	x	0.2%	-0.2%	-4.4%	x	2.9	x	5.7%	x	-2.6%
COc1cc(C)c(Cl)cc1S(=O)(=O)n1cnc2ccccc21	-3.9%	-1.0%	-0.2%	3.6%	16.2%	6.5	2.7%	5.9%	-0.1%	-7.0%
CCOC(=O)Cc1nnc2c(Nc3ccc(Cl)cc3)nc3nonc3n12	-3.8%	-2.8%	-0.3%	u	3.9%	9.7	-85.1%	-3.9%	2.7%	0.6%
COc1ccc(S(=O)(=O)Nc2cccc3c2O[C@H](CN(C)C(=O)Nc2c(C)noc2C)[C@@H](C)CN([C@H](C)CO)C3=O)cc1	-3.4%	-2.7%	-0.1%	8.2%	-0.8%	x	0.0%	9.2%	5.5%	x
CN(C1CCCCC1)S(=O)(=O)c1ccc2c(c1)c(=O)c(C(=O)NCCN1CCCC1)cn2C	-1.1%	8.1%	0.1%	-1.1%	22.3%	4.8	5.9%	12.9%	2.8%	3.0%
CCOc1ccccc1-c1nc(-c2ccc(NC(=O)c3ccc(Br)o3)cc2)no1	-3.1%	u	-0.4%	u	-47.1%[inhibitor]	1.7	28.3%	6.9%	1.1%	12.0%
Cc1nnc(SCc2nnc(-c3cccs3)o2)n1C1CCCCC1	-4.5%	-0.6%	-0.3%	7.1%	-21.7%	2.0	-0.5%	-3.1%	-4.6%	-21.2%
c1ccc(-c2nc(NCc3ccco3)c3ccccc3n2)nc1	-0.8%	-37.0%[inhibitor]	0.2%	7.31µM*	-34.5%[inhibitor]	10.2	-75.5%	x	0.4%	0.1%
Cc1cc(NCc2ccccn2)n2nc(C)c(-c3ccccc3)c2n1	-7.8%	5.6%	-1.1%	23.1µM*	-36.0%[inhibitor]	9.5	-48.6%	7.7%	0.2%	17.7%
O=C(CNC(=S)N(Cc1ccccc1F)C1CCCCC1)NCC1CCCO1 (stereo unspecified)	1.9%	1.1%	0.0%	u	-18.4%	18.8	-75.5%	-2.0%	-3.8%	-8.1%
CCOC(=O)C1(Cc2ccc(OC)cc2)CCN(C(=O)c2cncs2)CC1	-0.5%	2.8%	0.3%	0.0%	-10.4%	18.0	42.9%	0.7%	-2.4%	0.5%
COc1ccc(NS(=O)(=O)c2ccc(N3CCCC3=O)cc2)cn1	0.1%	2.6%	-0.1%	u	-31.2%	-2.4	-14.1%	0.9%	-0.5%	-2.9%

Next section, starting with the last 2 of the part before.
SMILES	TSG101-PTAP inh	p53 reactivation	B2AR arrestin	ELG1 repair inh	Integrin act MD	TRPV1 ag	BRCA1 expr up	AT treatment	TCR act	MLL CXXC-DNA inh
CCOC(=O)C1(Cc2ccc(OC)cc2)CCN(C(=O)c2cncs2)CC1	-0.5%	2.8%	0.3%	0.0%	-10.4%	18.0	42.9%	0.7%	-2.4%	0.5%
COc1ccc(NS(=O)(=O)c2ccc(N3CCCC3=O)cc2)cn1	0.1%	2.6%	-0.1%	u	-31.2%	-2.4	-14.1%	0.9%	-0.5%	-2.9%
CCC(Oc1ccccc1)C(=O)NC1CCCCCC1 (stereo unspecified)	-1.5%	x	-1.0%	7.2%	2.2%	u	-2.1%	3.6%	-4.8%	4.7%
Cc1cccc(C)c1NC(=O)COC(=O)Cc1ccsc1	-1.6%	-5.6%	-0.7%	1.7%	2.9%	3.4	22.8%	5.2%	-3.2%[46.1 µM]	-0.6%
NS(=O)(=O)c1ccc(Nc2ccc([N+](=O)[O-])c3nonc23)cc1	2.4%	1.2%	0.0%	-15.0%	8.7%	5.3	-8.9%	-13.6%	3.6%	2.4%
Cc1noc(C(=O)Nc2cccc(Cl)c2)c1Cl	-5.2%	20.1%	-0.5%	u	-9.0%	26.7	7.1%	8.6%	-2.3%	-2.5%
NCCCCCc1nnc(SCc2ccc(Cl)cc2Cl)o1	-2.0%	-5.7%	-0.5%	6.1%	-26.0%	-0.6	-0.6%[1.84 µM]	-5.7%	4.1%	7.0%
CCOC(=O)N1CCN(S(=O)(=O)c2ccc(C)c(C)c2)CC1	-1.4%	-11.4%	0.0%	-3.5%	1.6%[7.66 µM]	6.1	2.6%	-2.5%	x	3.3%
COC(=O)C(Cc1cnc(Cl)s1)(C(=O)OC)c1ccc([N+](=O)[O-])cc1	-2.8%	12.8%	0.3%	2.0%	-10.1%	0.8	-4.0%	-0.9%	1.2%	4.2%
Cc1n[nH]c(C)c1S(=O)(=O)Nc1ccc2c(c1)OCCO2	-11.2%	16.2%	0.7%	u	0.9%	2.3	15.7%	0.6%	5.3%[46.1 µM]	-6.2%
O=[N+]([O-])c1ccc(P(=O)(Cc2ccccc2)c2ccccc2O)cc1 (stereo unspecified)	0.5%	-2.5%	0.4%	-28.2%	1.3%	-2.4	-24.0%	29.5%	5.4%	0.0%
CCN1C[C@@H]2[C@@H]3C(=O)N(C)C(=O)[C@@H]3[C@](CC)(C1=O)N2C(=O)c1ccc(C)cc1	-4.6%	x	x	x	9.7%	x	12.9%	x	-0.3%	x
COc1cc(C(=O)NCc2nnc(SCC(=O)Nc3cc(C)on3)o2)cc(OC)c1OC	-2.8%	-2.0%	0.3%	-8.5%	23.8%	1.1	3.0%	-0.1%	-3.5%	2.3%

Whole records as entered above. Order of screens: TSG101-PTAP inh, p53 reactivation, B2AR arrestin, ELG1 repair inh, Integrin act MD, TRPV1 ag, BRCA1 expr up, AT treatment, TCR act, MLL CXXC-DNA inh
`NS(=O)(=O)c1ccc(Nc2ccc([N+](=O)[O-])c3nonc23)cc1` is listed as 2.4%, 1.2%, 0.0%, -15.0%, 8.7%, 5.3, -8.9%, -13.6%, 3.6%, 2.4%
`O=[N+]([O-])c1ccc(P(=O)(Cc2ccccc2)c2ccccc2O)cc1` (stereo unspecified) is listed as 0.5%, -2.5%, 0.4%, -28.2%, 1.3%, -2.4, -24.0%, 29.5%, 5.4%, 0.0%

Compound activity deposited in PubChem by National Center for Advancing Translational Sciences (NCATS).
